Compound activity from PubChem.
Mdm2 MdmX PPI – inhibitors of human Mdm2-MdmX association, primary screen, cell-based, luminescence, split luciferase, SaOS-2, uHTS. Protein Mdm4 (Homo sapiens) + E3 ubiquitin-protein ligase Mdm2 (Homo sapiens), …. SaOS-2 split-luciferase Mdm2/MdmX complementation. inhibition, % at 8 µM. hit rate 3% among 330,000;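 active = inhibition of at least 50% at 8 µM in the primary screen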
UPR CHOP act – activators of apoptotic CHOP UPR arm, primary screen, cell-based, CHO-CHOP luciferase reporter, luminescence, uHTS | UPR activation; percent of tunicamycin response over DMSO baseline | activation, % at 10 µM | hit rate 0.34% among 330,000;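 active = at 10 µM dose, activation of 40% or more, normalized to positive control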;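 also: 100% = tunicamycin at 10 µg/mL and 0% = DMSO alone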
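Evaluation: % reporter activation, DMSO baseline versus tunicamycin full activation; System: CHO-CHOP luciferase reporter cell line; Input: 500 cells/well; Incubation: 6 h compound treatment, 37 °C; Measured by: Steady-Glo luciferase luminescence; Dosing: one dose, 10 µM in 0.5% DMSO; Buffer or medium: F12 medium, 10% FBS; Benchmarks: positive tunicamycin 10 µg/mL, negative DMSO alone.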
APJ antagonist – antagonists of human apelin receptor APJ, primary screen, CHO-K1 cells, beta-arrestin complementation, luminescence. inhibition, % at 20 µM. AID 2521, 2010. hit rate 0.32% among 330,000. P35414;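 active = inhibition above about 40% at 20 µM, limit read from the data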;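 also: cells challenged with 10 nM apelin-13 agonist together with compound; plate controls were apelin-13 plus DMSO wells for no effect and DMSO wells lacking apelin-13 for full effect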
Target sequence (P35414 whole entry, looked up): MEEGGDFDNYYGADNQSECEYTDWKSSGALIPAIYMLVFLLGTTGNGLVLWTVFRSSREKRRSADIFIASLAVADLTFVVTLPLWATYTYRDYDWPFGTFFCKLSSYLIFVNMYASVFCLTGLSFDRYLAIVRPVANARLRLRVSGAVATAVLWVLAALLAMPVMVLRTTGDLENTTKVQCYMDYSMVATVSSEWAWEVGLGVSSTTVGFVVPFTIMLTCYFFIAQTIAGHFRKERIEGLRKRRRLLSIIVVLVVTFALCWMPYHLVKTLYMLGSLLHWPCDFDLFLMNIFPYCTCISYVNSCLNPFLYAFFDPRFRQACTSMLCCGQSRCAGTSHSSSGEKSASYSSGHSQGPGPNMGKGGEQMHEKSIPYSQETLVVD
TIM10 inh – growth inhibitors of isogenic TIM10 control yeast, primary screen, counter-screen for tim10-1 yeast inhibitor project, luminescence, uHTS | S. cerevisiae TIM10 strain growth, BacTiter-Glo luminescence, 24 h | inhibition, % at 10 µM | hit rate 1.4% among 330,000;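 active = inhibition of 40% or more at the single tested concentration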;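 also: wild-type TIM10 isogenic control strain grown at permissive 25 °C; 0% = DMSO yeast wells and 100% = minimal medium wells without yeast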
tim10-1 inh – growth inhibitors of tim10-1 mutant yeast, primary screen, luminescence, uHTS | S. cerevisiae tim10-1 ts strain growth, BacTiter-Glo, 24 h | inhibition, % at 20 µM | hit rate 2.2% among 330,000 | AID 463190, 2010;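 active = inhibition of at least 40%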;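 also: mutant grown at 25 °C; 0% = DMSO wells with yeast and 100% = wells holding no yeast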
tim23-1 inh – growth inhibitors of tim23-1 mutant yeast, primary screen, luminescence, uHTS; S. cerevisiae tim23-1 growth, BacTiter-Glo luminescence, 24 h; inhibition, % at 20 µM; hit rate 1.3% among 330,000;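 active = growth inhibition of the mutant yeast at or above 50%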;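 also: temperature-sensitive mutant grown at 25 °C; plate controls were DMSO-treated mutant yeast for no effect and medium wells lacking yeast for full effect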
XBP1 UPR activ – activators of adaptive XBP1 UPR arm, primary screen, cell-based, CHO-XBP1 luciferase reporter, luminescence, uHTS; IRE1-XBP1 UPR activation; percent of tunicamycin response, DMSO as zero; activation, % at 20 µM; hit rate 0.33% among 330,000; AID 463104, 2010;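 active = versus positive control, 20 µM dose yields 30% or more activation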;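 also: 100% = tunicamycin at 10 µg/mL and 0% = DMSO only wells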
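Material – CHO cell line with stable XBP1 luciferase reporter · Buffer or medium – F12 plus 10% FBS · Compound – single point, 20 µM final compound, 1% DMSO · Schedule – 16-18 h cell attachment at 37 °C, then 6 h compound exposure · Signal – Steady-Glo luminescence read · Benchmarks – high control tunicamycin 10 µg/mL final, low control DMSO vehicle only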
CXCR6 block – CXCR6 receptor inhibitors, primary screen, cell-based, beta-arrestin, luminescence, CHO-K1 PathHunter, 1536-well; AID 602244, 2012; inhibition, % at 20 µM; C-X-C chemokine receptor type 6 (Homo sapiens), O00574; hit rate 0.36% among 360,000; in the data active = inhibition above about 34%, passing the limit was not always enough;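 also: antagonist mode with CXCL16 agonist at 10 nM final; 0% = 10 nM CXCL16 with DMSO and 100% = unstimulated wells without agonist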
Target sequence (O00574 whole entry, looked up): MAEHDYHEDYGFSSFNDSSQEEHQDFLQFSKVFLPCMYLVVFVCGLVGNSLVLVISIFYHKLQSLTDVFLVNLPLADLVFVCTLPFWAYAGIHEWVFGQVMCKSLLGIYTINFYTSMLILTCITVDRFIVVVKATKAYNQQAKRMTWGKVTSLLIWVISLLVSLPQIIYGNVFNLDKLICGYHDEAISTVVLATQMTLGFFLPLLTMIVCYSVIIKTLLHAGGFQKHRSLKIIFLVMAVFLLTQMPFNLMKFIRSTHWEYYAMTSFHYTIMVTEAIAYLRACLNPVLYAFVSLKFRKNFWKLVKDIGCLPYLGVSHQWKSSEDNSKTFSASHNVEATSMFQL
APJ ag – agonists of human apelin receptor APJ, primary screen, CHO-K1 cells, PathHunter beta-arrestin, luminescence. activation, % at 20 µM. P35414. 0% DMSO wells, 100% apelin. hit rate 0.11% among 330,000. AID 2520, 2010;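 active = activation more than six SD over the plate average, tested at 20 µM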;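 also: 0% = DMSO alone and 100% = apelin-13 at 10 nM; some results filed as inactive read as strong as hits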
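system = engineered CHO-K1 APJ arrestin reporter cells | input = 1000 cells per well | timing = overnight seeding, 90 min compound at 25 °C, 1 h detection | measured by = enzyme-fragment complementation luminescence | read-out = beta-arrestin recruitment to APJ as agonist activity, luminescent signal | control set = negative DMSO alone, positive Apelin-13 at 10 nM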
Active calls of the source: *; · = not tested or not shown; & = joins results of further samples. Not all compounds are listed, so the mix of outcomes need not match the whole.

entry	Compound	Mdm2 MdmX PPI	UPR CHOP act	APJ antagonist	TIM10 inh	tim10-1 inh	tim23-1 inh	XBP1 UPR activ	CXCR6 block	APJ ag
1	CC(C)(C)NS(=O)(=O)c1ccc(CCC(=O)Nc2ccc3c(c2)OCCO3)cc1	15.1	-3.2	-10.1	-4.5	-1.6	14.2	-4.8	3.6	-3.6
2	O=C(Cn1nc(C(=O)O)c2ccccc2c1=O)Nc1ccc2c(c1)C(=O)c1ccccc1C2=O	-34.8	6.3	-24.4	17.2	7.3	-6.2	4.4	·	0.7
3	CCC(=O)Nc1ccccc1C(=O)OCC(=O)c1ccccc1	-61.7	3.6	-5.8	-1.3	21.3	4.3	4.6	2.9	-2.0
4	CCC(C)c1ccc(NC(=S)NCCn2cc(Br)cn2)cc1 (stereo unspecified)	31.8	-0.5	14.2	32.9	29.8	39.9	-3.4	-0.3	-2.3
5	CCC(=O)N/C(N)=N/c1nc(C)c2cc(OC)ccc2n1	62.3*	0.6	0.0	21.0	20.4	21.5	4.3	-9.0	-4.4
6	c1csc(C(c2nnnn2C2CCCC2)N2CCOCC2)c1 (stereo unspecified)	36.5	-3.8	1.9	8.5	13.8	2.6	-3.3	0.8	-5.1
7	Cc1ccc2c(c1)cc(CN(CCc1ccccc1)C(=O)N1CCOCC1)c1nnnn12	27.3	0.9	0.1	20.4	20.4	22.9	-0.7	-0.1	-2.1
8	O=C(NC(NC(=O)c1ccccc1)C(=O)c1ccccc1)c1ccccc1	8.0	-1.1	11.8	11.1	-6.6	-2.1	-2.8	9.8	-1.1
9	FC(F)(F)c1ccc(C2Nc3cccc4cccc(c34)N2)cc1	26.3	0.4	-42.3	11.0	17.9	40.8	1.8	-2.4	2.1
10	CC1=CC(C)(C)NC(=S)N1c1cccc(C)c1	5.4	-0.8	12.6	13.0	-2.7	12.1	-5.5	-7.1&6.8	0.9
11	CCOC(=O)c1c(NC(=O)c2ccccc2C)sc2c1CC(C)(C)OC2	28.5	3.6	20.9	-10.2	-12.7	16.6	0.0	4.0	-3.5
12	CCn1c(N2CCN(C(=S)NC)CC2)nc2ccccc21	23.2	-1.0	11.6	1.1	0.3	0.1	-2.1	5.1	2.5

entry	Compound	Mdm2 MdmX PPI	UPR CHOP act	APJ antagonist	TIM10 inh	tim10-1 inh	tim23-1 inh	XBP1 UPR activ	CXCR6 block	APJ ag
13	CC1CC1C(=O)OCC(=O)NCc1ccccc1Cl (stereo unspecified)	25.4	-1.3	9.3	-12.1	5.2	8.6	-1.9	0.7	-2.8
14	Cc1ccc2nc(C)cc(NCCO)c2c1	3.6	-0.6	-5.6	-4.5	-13.6	-10.2	-2.4	-7.4	1.5
15	Cc1ccc2[nH]c3c(=O)n(Cc4ccccn4)cnc3c2c1	7.5	0.6	-10.0	15.0	5.2	6.6	3.2	-4.5	-3.0
16	Cn1cccc1Cc1nnc(SCC(=O)Nc2cccc(F)c2)n1-c1ccc(F)cc1	27.9	-0.2	12.2	-3.7	7.4	14.5	-2.1	6.7	-3.5
17	Cc1ccccc1NC(=O)CCN1CCCC1	5.5	1.9	3.1	-0.2	-4.0	10.3	2.4	3.8	-0.8
18	Cc1ccc(NC(=O)CN(C)C(=O)COC(=O)c2nc3nccc(C)n3n2)cc1	-3.5	0.8	-7.7	6.1	-5.1	0.0	-1.7	-7.4	-1.5
19	CCCN(CC(=O)Nc1ccccc1C)C(=O)c1ccc(S(=O)(=O)N2CCC(C)CC2)cc1	14.0	-1.1	11.7	11.6	12.8	4.8	-3.0	-3.3	2.0
20	Cc1ccc(CNC(=O)c2ccc(Cl)c(S(=O)(=O)N3CCCCC3)c2)cc1	-12.7	1.9	7.7	-8.5	19.8	3.3	-0.7	3.0	-3.7
21	CN1C(=O)C(C)(C)c2cc(S(=O)(=O)NCC3CCC(C(=O)NCc4ccccc4)CC3)ccc21 (stereo unspecified)	-20.8	1.6	-25.6	4.5	3.4	4.6	-3.5	0.7	2.5
22	COc1ccc(OC)c2c1sc(=NC(=O)C(C)C)n2C	18.3	0.5	9.8	23.6	31.0	52.6*	3.3	-1.2	-2.1
23	Cc1ccc(N(C(=O)c2ccncc2)C2C=CS(=O)(=O)C2)cc1 (stereo unspecified)	-7.3	0.5	8.5	11.0	17.4	4.0	-3.0	3.7	-0.2
24	COc1ccc(N(CCC#N)S(=O)(=O)c2ccc(Cl)cc2)cc1	7.6	-1.0	13.6	-6.2	20.7	-1.1	0.3	0.4	-5.5

entry	Compound	Mdm2 MdmX PPI	UPR CHOP act	APJ antagonist	TIM10 inh	tim10-1 inh	tim23-1 inh	XBP1 UPR activ	CXCR6 block	APJ ag
25	Cc1ccc(C(=O)N/C(=C\c2cn(C)c3ccccc23)C(=O)NCCCN2CCOCC2)cc1	10.4	-2.5	-39.8	4.2	-11.1	-8.6	-4.2	0.5	-1.2
26	O=C(NC(=S)NNC(=O)c1ccccc1O)c1cccs1	31.6	2.2	9.2	50.6*	0.1	52.8*	-0.5	12.2	-3.7
27	O=C(O)/C=C/C(=O)NC1CC1	22.3	-1.9	-12.6	-11.5	-5.8	9.1	-2.5	-4.5	-2.7
28	O=C(NN=C1c2ccccc2-c2ccccc21)c1ccccn1	-8.8	7.4	9.0	48.0*	41.0*	20.4	8.1	3.5	-4.8
29	COc1ccc(-c2nn(-c3ccccc3)cc2C2CC(c3cccs3)=NN2C(=O)CCC(=O)O)cc1 (stereo unspecified)	-4.0	-0.8	-1.2	14.5	0.6	17.0	-2.1	-17.4	-1.2
30	CCOC(=O)CSc1nc(N)nc(C)c1Cl	21.9	-1.9	0.1	3.1	-2.4	9.5	-2.5	-4.0	-1.0
31	COc1ccc(NC(=O)CN(C)S(=O)(=O)c2ccc3c(c2)CC(C)N3C(C)=O)c(OC)c1 (stereo unspecified)	26.7	-0.3	23.1	-11.8	5.2	-3.3	-1.1	-13.6	-0.2
32	Cn1c(=O)[nH]c(=O)c2c1nc(OC(=O)c1ccccc1)n2CC(O)COc1ccccc1 (stereo unspecified)	7.6	-2.5	23.4	-12.8	11.1	-6.4	5.8	8.7	-4.1
33	O=C(NCc1ccccc1)c1cc(-c2ccncc2)nc2ccccc12	-5.1	0.6	-0.4	-7.6	30.4	19.0	-3.8	2.6	-2.2
34	CCOc1ccc(-n2c(=S)sc3c(=O)[nH]c(SCC(=O)NC(C)CC)nc32)cc1 (stereo unspecified)	14.8	-0.4	-1.8	-4.1	-4.8	-5.2	-2.9	7.1	2.9
35	O=C(NN1CCOCC1)c1ccccc1	12.9	-1.0	3.6	1.0	2.2	-3.4	-4.5	12.0	2.6
36	NC(=O)c1ccc(NC(=O)CCN2C(=O)c3ccccc3C2=O)cc1	-26.2	-0.8	12.7	3.7	-7.8	8.5	1.0	-4.2	-2.9

Records listed above marked active in Mdm2 MdmX PPI:
entry	Molecule	Mdm2 MdmX PPI	APJ antagonist	XBP1 UPR activ	CXCR6 block
5	CCC(=O)N/C(N)=N/c1nc(C)c2cc(OC)ccc2n1	62.3*	0.0	4.3	-9.0

Next section.
entry	Compound	Mdm2 MdmX PPI	UPR CHOP act	APJ antagonist	TIM10 inh	tim10-1 inh	tim23-1 inh	XBP1 UPR activ	CXCR6 block	APJ ag
37	COc1ccc(N/C=C/C(=O)c2cc(OC)c(OC)c(OC)c2)cc1	68.4*	9.8	-3.3	7.8	5.4	-2.6	28.9	11.1	-4.3
38	O=C(CSc1nnnn1C1CCCCC1)Nc1cccc(NC(=O)c2ccco2)c1	4.6	0.2	6.5	20.0	30.9	25.7	-1.4	0.1	0.4
39	CCn1c(SCC(=O)c2[nH]c(C)c(C(C)=O)c2C)nnc1-c1cccs1	20.7	-2.8	-6.4	-8.7	27.5	11.3	-2.1	-7.2	-2.9
40	COc1ccccc1CNC(=O)c1cccc(-c2ccc(C)c3ccccc23)n1	5.9	0.4	5.6	-4.6	-13.4	-0.2	-1.2	·	4.1
41	CC[C@]12c3[nH]c4cc(CCC(=O)N(C)C)ccc4c3CCN1C(=O)[C@@H](CC(=O)NCc1ccc(OC)c(OC)c1)C[C@@H]2C(=O)N1CCN(C(=O)C2CC2)CC1	21.9	-0.3	·	-4.0	0.7	20.0	1.3	-7.3	·
42	O=C(c1ccc(CSc2ccc(Cl)cc2)cc1)N1CCCC1	-47.4	0.1	14.6	-13.7	22.6	18.2	2.1	-11.8	-3.3
43	O=C(O)/C=C\C(=O)Nc1ccccc1C(=O)NCc1ccccc1	-19.5	-0.8	-15.3	-7.6	9.9	10.4	-0.9	-3.7	2.9
44	CCOC(=O)C1CCN(C(=O)COC(=O)CNC(=O)c2ccc(C(C)(C)C)cc2)CC1	6.5	1.2	8.0	-1.0	-0.2	7.2	3.9	4.1	-3.3
45	COC(=O)c1ccc(OCC(O)CN(CCO)CCO)cc1 (stereo unspecified)	-26.2	-1.1	-4.1	0.9	1.8	9.5	2.7	4.1	0.8
46	O=c1[nH]c(=O)n(Cc2ccccc2)c2c1CCC2	18.8	-1.0	9.4	-13.2	-9.6	11.3	-2.8	-2.0	0.6
47	CCN(CC)C(=O)Cn1c(=O)n(-c2ccccc2)c(=O)c2c3c(sc21)CCC3	-11.1	-0.5	-18.0	-2.2	24.0	15.2	0.1	3.2	-3.9
48	Cc1nn(C)cc1CNC(=O)Nc1ccc(Cl)cc1	-25.5	2.2	-2.1	7.1	4.5	2.9	0.9	0.3	-0.2
